M4 ag: CHRM4 agonism in calcium assay; P08173; CHO-K1 hM4/Gqi5, Fluo-8 calcium fluorescence; vehicle 0%, full acetylcholine response 100%; activation, % at 3 µM; 360,000 compounds, 0.14% hits; AID 624127;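 active = activation above the run mean over all test wells plus 3 SD, cut at about 32% in these data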;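 also: peak over basal fluorescence ratio per well then scaled between controls; 0% = DMSO wells and 100% = acetylcholine at EC100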
Target sequence (P08173 whole entry, looked up): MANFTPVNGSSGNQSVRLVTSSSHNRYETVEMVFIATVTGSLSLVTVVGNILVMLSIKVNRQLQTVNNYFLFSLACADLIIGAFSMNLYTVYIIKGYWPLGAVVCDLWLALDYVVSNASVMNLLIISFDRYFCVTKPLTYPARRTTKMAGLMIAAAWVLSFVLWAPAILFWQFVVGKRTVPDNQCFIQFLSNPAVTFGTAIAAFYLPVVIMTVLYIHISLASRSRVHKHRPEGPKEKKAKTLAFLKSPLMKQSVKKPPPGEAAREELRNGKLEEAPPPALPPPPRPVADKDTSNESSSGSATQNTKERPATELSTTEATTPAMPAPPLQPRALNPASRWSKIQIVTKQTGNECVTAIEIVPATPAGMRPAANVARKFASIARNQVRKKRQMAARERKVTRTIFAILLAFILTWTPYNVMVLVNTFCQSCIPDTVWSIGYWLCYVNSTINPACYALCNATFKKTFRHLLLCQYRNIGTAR
CRFBP-R2 agonist: CRF-BP/CRF-R2 complex agonism; 350,000 compounds, 0.46% hits; HEK293 CRF-R2/CRF-BP, calcium dye fluorescence (FLIPR); percent of saturating CRF peptide response; AID 588473; activation, % at 13.2 µM;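 active = activation of at least 50%, plus an integration ratio under a set limit after plate pattern correction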;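 also: plate controls were neutral control wells without compound for no effect and CRF at EC100 for full effect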
CHRM5 agonist: agonists of human muscarinic M5 receptor (CHRM5); activation, % at 3 µM; 360,000 compounds, 0.19% hits; P08912; CHO-K1 hM5 cells, Fluo-8 calcium fluorescence; 0% DMSO wells, 100% maximal acetylcholine response;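 active = activation above the run's mean over test compounds plus 3 SD, cut at about 23% in these data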;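 also: signal is peak over basal fluorescence ratio across the kinetic read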
Target sequence (P08912 whole entry, looked up): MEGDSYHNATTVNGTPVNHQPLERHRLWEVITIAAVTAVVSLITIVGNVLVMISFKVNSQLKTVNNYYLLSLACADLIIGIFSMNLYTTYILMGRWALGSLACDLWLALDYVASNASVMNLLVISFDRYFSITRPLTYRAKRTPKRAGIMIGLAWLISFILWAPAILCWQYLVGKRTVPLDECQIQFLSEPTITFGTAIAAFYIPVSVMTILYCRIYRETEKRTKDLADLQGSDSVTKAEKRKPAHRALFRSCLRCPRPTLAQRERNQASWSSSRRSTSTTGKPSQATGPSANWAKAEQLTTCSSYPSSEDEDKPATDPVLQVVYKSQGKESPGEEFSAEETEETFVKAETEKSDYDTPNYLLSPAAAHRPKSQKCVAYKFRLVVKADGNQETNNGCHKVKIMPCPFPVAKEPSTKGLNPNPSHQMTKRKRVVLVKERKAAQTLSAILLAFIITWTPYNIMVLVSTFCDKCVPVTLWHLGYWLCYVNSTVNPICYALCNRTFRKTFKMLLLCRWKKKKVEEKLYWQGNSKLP
CHRM5 antagonist: blocks acetylcholine activation of human M5 receptor; inhibition, % at 3 µM; 360,000 compounds, 0.59% hits; CHO-hM5 cells, Fluo-8 calcium fluorescence, ACh EC80; AID 624040;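 active = inhibition above a per-plate cutoff, the mean of that plate's test compounds plus 3 SD, cut at about 27% in these data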;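 also: 0% = acetylcholine EC80 with DMSO and 100% = DMSO without agonist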
CHRM4 PAM: potentiates acetylcholine response at human M4 receptor. P08173. CHO-K1 hM4/Gqi5, Fluo-8 calcium fluorescence, ACh EC20; 0% = ACh EC20, 100% = maximal ACh. activation, % at 3 µM. 360,000 compounds, 0.4% hits;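 active = activation above its plate's cutoff, the mean activation of sample wells plus 3 SD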; also: some results filed as inactive read as strong as hits
IDE cell inh: cellular human IDE inhibition. HEK cells, FAbetaB cleavage, fluorescence polarization. AID 434962. 320,000 compounds, 0.41% hits. P14735. inhibition, % at 5.59 µM;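 active = percent inhibition above the average of all tested compounds plus 3 SD, set per screening campaign, cut at about 16% in these data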;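 also: IDE supplied by intact live HEK cells; FP after avidin binding of uncleaved biotin substrate so inhibition keeps polarization high; 0% = DMSO wells and 100% = 60 µM reference IDE inhibitor Ii1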
CRFBP-R2 block: CRF-BP/CRF-R2 complex antagonism; HEK293 CRF-R2/CRF-BP, CRF-induced calcium fluorescence; inhibition, % at 11.8 µM; 350,000 compounds, 0.59% hits; AID 588475;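 active = inhibition of the ligand-induced calcium signal above about 50% at the single tested concentration, limit read from the data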
M4 antag: blocks acetylcholine activation of human M4 receptor; P08173; CHO-hM4 cells, ACh EC80, Fluo-8 calcium fluorescence; inhibition, % at 3 µM; 360,000 compounds, 0.73% hits; AID 624125;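 active = inhibition above its plate's cutoff, the mean inhibition of sample wells plus 3 SD, cut at about 27% in these data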;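 also: 0% = acetylcholine EC80 with DMSO and 100% = DMSO without agonist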
CHRM5 PAM: CHRM5 positive allosteric modulation; P08912; CHO-K1 hM5, Fluo-8 calcium, ACh EC20 PAM; 0% = ACh EC20, 100% = ACh EC100; activation, % at 3 µM; 360,000 compounds, 0.3% hits; AID 624038;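 active = activation above the run cutoff, the mean activation of all test compounds plus 3 SD, cut at about 18% in these data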
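Assay system: CHO-K1 hM5 cells / Incubation: Fluo-8 loading 80 min at 37 °C plus 30 min room temperature / Technique: Fluo-8 calcium dye fluorescence, kinetic read / Repeats: single replicate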
* = called active by the depositor; . = not tested or not shown; & = joins results of further samples.

entry	M4 antag	CHRM5 antagonist	CRFBP-R2 block	M4 ag	CHRM5 PAM	CHRM4 PAM	IDE cell inh	CRFBP-R2 agonist	CHRM5 agonist	compound
1	6	6	8	0	-7	2	6	0.7	0	Cc1nc(C(=O)O)nn1-c1ccc([N+](=O)[O-])cc1
2	9	-1	6	0	-4	-6	3	-1.8	5	Cc1cccc(-c2nsc(SCC(=O)Nc3nccs3)n2)c1
3	12&0	6&10	-9&16	0&0	2&-2	-5&1	0&-3	-2.1&4.8	2&-2	CN(CC(O)CN1CCOCC1)S(=O)(=O)O (stereo unspecified)
4	0	0	24	2	3	-2	-2	0.4	-4	COc1ccccc1OCCOCCOc1ccccc1Cl
5	-2	-11	8	7	-7	-16	7	0.6	-2	O=C(NCc1csc2ccccc12)Nc1cc(Cl)cc(Cl)c1
6	-7	2	8	1	-4	4	-4	1.0	-3	COc1ccc2c(c1)C(C)=CC(C)(C)N2C(=O)CSc1nnc(-c2ccc(C)cc2)o1
7	0	-1	-8	2	0	-1	0	0.1	-3	O=C(Cc1c[nH]c2ccccc12)NCc1cccs1
8	6	2	1	-1	9	3	-2	-0.9	-3	COC(=O)CNC(=O)CNC(=O)Nc1ccccc1
9	6	2	-14	1	1	-3	-1	1.0	-4	CC1(C)CC(=O)C(C(O)c2ccc([N+](=O)[O-])cc2)C(C)(C)N1 (stereo unspecified)
10	6	-3	-7	2	-1	6	5	1.3	-3	Cc1cc(C)c(C)c(S(=O)(=O)NCC(=O)NCc2ccco2)c1C
11	1	8	-3	1	6	9	-1	2.3	2	CCOC(=O)[C@@H]1[C@H]2COc3cc(OC)ccc3[C@@H]2N2C(=O)N(c3cccc(F)c3)C(=O)[C@@]12C
12	4	-2	8	1	-3	0	4	-3.1	0	Cn1cnnc1SCC(=O)Nc1cc(C(F)(F)F)ccc1N1CCOCC1
13	-5	-6	-6	-1	15	9	9	-1.8	-2	O=C(CSc1ncnc2sc3c(c12)CCCC3)c1ccco1
14	-6	14	53*	1	3	1	.	-2.8	3	C#CCOCCOCCOCCNc1nc(N2CCN(C(=O)Cn3cc(CCO)nn3)CC2)nc(N2CCN(C(=O)[C@H](CCCCN)n3cc(CC(C)O)nn3)CC2)n1 (stereo partly specified)
15	4	-1	-7	1	15	3	8	-3.9	-4	COc1ccc(NC(=O)CCCn2cc([N+](=O)[O-])cn2)cc1
16	-14	3	-8	3	4	1	7	-0.2	4	O=C(O)c1ccc(CSc2nnc(COc3ccc(Cl)cc3Cl)o2)cc1
17	1	18	-8	0	0	13	11	-1.1	-4	COc1cccc(/C=N/NC(N)=S)c1OCc1ccccc1Cl
18	-11	13	-18	4	-9	11	.	5.0	-2	CCC(=O)c1cn(CC(=O)Nc2ccc(F)cc2)c2ccccc12
19	2	11	2	2	-3	2	0	-0.4	0	O=C(Nc1cccnc1Cl)c1cc(-c2cccc(O)c2)on1
20	2	3	2	0	-5	4	4	-1.8	3	Cc1nn(C(C)CC(=O)O)c(C)c1C (stereo unspecified)
21	6	9	.	5	-5	1	.	.	5	COc1cccc(-c2cnc(C(O)c3c(C)ccc4ccccc34)[nH]2)c1 (stereo unspecified)
22	5	4	-9	1	-11	1	-5	-0.2	-6	Cc1cccc(NC(=O)NCc2ccccn2)c1
23	-1	-7	-26	1	5	-8	-5	5.6	1	COCCN(Cc1cc2cc(C)c(C)cc2nc1Cl)C(=O)Nc1ccccc1
24	7	8	3	1	-5	-4	-2	-0.1	-2	CC(=O)Nc1ccc(NC(=O)C(C)OC(=O)c2ccc(OCc3c(C)noc3C)cc2)cc1 (stereo unspecified)
25	-10	2	-18	-1	5	0	2	-3.0	-4	NC(=O)C1CCN(c2oc(/C=C/c3ccccc3)nc2S(=O)(=O)c2ccccc2)CC1
26	-5	-6	-6	2	1	7	2	-4.2	-1	Cc1ccc(C)c(NC(=O)CSc2nnc(-c3ccccc3)n2N)c1
27	-18	-12	-2	2	3	19	-1	-0.8	-7	O=C(NCCN1CCOCC1)c1ccc(CSCc2cccc(Cl)c2)o1
28	-8	4	35	-2	-4	5	-2	-2.8	-2	N#Cc1cc(Oc2ccc(Cl)cc2)c(N2CCOCC2)cc1C#N
29	-2	4	7	1	3	8	3	-0.6	2	Cc1c(C(=O)O)[nH]c2c1C(=O)CC(c1ccc(Cl)cc1)C2 (stereo unspecified)
30	-1	7	-8	1	0	-3	-1	0.9	-4	COc1ccc(-c2nsc3c(N4CCCC4)ncnc23)cc1

2 entries drawn at random from those above, as already listed:
entry	M4 antag	CHRM5 antagonist	CRFBP-R2 block	M4 ag	CHRM5 PAM	CHRM4 PAM	IDE cell inh	CRFBP-R2 agonist	CHRM5 agonist	compound
22	5	4	-9	1	-11	1	-5	-0.2	-6	Cc1cccc(NC(=O)NCc2ccccn2)c1
1	6	6	8	0	-7	2	6	0.7	0	Cc1nc(C(=O)O)nn1-c1ccc([N+](=O)[O-])cc1

Entries of single compounds as entered above. Values in the order: M4 antag, CHRM5 antagonist, CRFBP-R2 block, M4 ag, CHRM5 PAM, CHRM4 PAM, IDE cell inh, CRFBP-R2 agonist, CHRM5 agonist
Shown for Cc1c(C(=O)O)[nH]c2c1C(=O)CC(c1ccc(Cl)cc1)C2 (stereo unspecified) = -2, 4, 7, 1, 3, 8, 3, -0.6, 2
Shown for CCC(=O)c1cn(CC(=O)Nc2ccc(F)cc2)c2ccccc12 = -11, 13, -18, 4, -9, 11, ., 5.0, -2
Shown for CN(CC(O)CN1CCOCC1)S(=O)(=O)O (stereo unspecified) = 12&0, 6&10, -9&16, 0&0, 2&-2, -5&1, 0&-3, -2.1&4.8, 2&-2
Shown for COc1ccc(-c2nsc3c(N4CCCC4)ncnc23)cc1 = -1, 7, -8, 1, 0, -3, -1, 0.9, -4
Shown for COCCN(Cc1cc2cc(C)c(C)cc2nc1Cl)C(=O)Nc1ccccc1 = -1, -7, -26, 1, 5, -8, -5, 5.6, 1

More compounds:
entry	M4 antag	CHRM5 antagonist	CRFBP-R2 block	M4 ag	CHRM5 PAM	CHRM4 PAM	IDE cell inh	CRFBP-R2 agonist	CHRM5 agonist	compound
31	7	-2	3	3	0	-6	1	-0.3	-2	Nc1nonc1-n1nnc(C(=O)N/N=C/c2ccoc2)c1CSc1ccccc1
32	-4	-1	-6	0	1	0	2	3.3	0	NC(=O)c1cc(Cl)cn(-c2ccccc2)c1=O
33	-19	-1	-6	1	6	13	2	2.6	0	CCCC1NC(=S)NC(C)=C1C(C)=O (stereo unspecified)
34	0	10	.	8	-8	-1	.	.	0	COc1ccc(Cl)c(-c2cc(C(=O)Nc3ccc(C)c(NS(C)(=O)=O)c3)[nH]n2)c1
35	-6	-1	47	1	-7	9	5	0.9	3	CC(C)N1C(=O)S/C(=C/c2cccnc2)C1=O
36	1	6	4	0	-2	7	0	1.7	1	COc1ccc(CCNC(=O)CSc2cc(=O)[nH]c(N)n2)cc1OC
37	5	0	9	0	0	6	2	-1.7	-1	CN1C(=O)OC2(C)CCc3ccccc3C12C (stereo unspecified)
38	-5	0	-17	0	-1	-7	5	2.0	2	Cc1ccc(NS(=O)(=O)c2ccc3c(c2)NC(=O)C(C)C(=O)N3)c(Br)c1 (stereo unspecified)
39	8	3	-9	5	-7	-9	4	-1.0	-2	C/C=C/Cn1c(N(C)Cc2ccccc2)nc2c1c(=O)[nH]c(=O)n2C
40	9	-4	7	1	2	1	3	0.2	1	COc1cccc(CC(=O)Nc2ccccc2C(=O)N2CCOCC2)c1
41	1	-4	6	3	-5	-2	2	-1.6	-6	Cc1ccc(S(=O)(=O)NCC(C)NS(=O)(=O)c2ccc(C)cc2)cc1 (stereo unspecified)
42	3	0	-7	0	-1	1	-5	0.3	-1	Cc1sc2ncnc(SCC(=O)NCC(C)C)c2c1C
43	2	8	-4	1	-7	5	-2	-0.3	-3	O=C(CN1CCN(CN2C(=O)NC3(CCCCCC3)C2=O)CC1)Nc1cccc(F)c1
44	-8	-5	-1	1	6	19	9	0.1	-2	COc1ccc(-c2cc(C(=O)OCC(=O)Nc3cc(C)on3)c3ccccc3n2)cc1OC
45	0	-4	7	1	15	2	2	0.3	2	CCOC(=O)CC1(c2ccccc2)CCOC(C)(C)C1 (stereo unspecified)
46	5	9	-15	2	-3	-1	7	18	1	COC(=O)[C@@H](Cc1ccccc1)N(Cc1ccccc1)S(=O)(=O)N(Cc1ccccc1)[C@H](Cc1ccccc1)C(=O)OC
47	-8	1	2	2	-2	5	5	-1.3	-12	COc1ccc(C2(C(=O)Nc3c(C)n(C)n(-c4ccccc4)c3=O)CCCC2)cc1OC
48	-18	-10	-13	1	6	4	9	3.7	-6	CCOc1ccc(NS(=O)(=O)c2ccc(C(=O)NCCCN3CCOCC3)cc2)cc1
49	0	-2	-2	3	-4	-4	-1	-3.7	-2	CCOc1ccc(NC(=S)N(CCc2c(C)[nH]c3ccccc23)Cc2cccnc2)cc1
50	12	6	-4	0	0	-5	-1	-0.6	-1	CNC(=O)CN(CCc1ccccc1)S(=O)(=O)c1ccc(OC)cc1
51	4	7	1	4	-8	1	.	0.5	-9	CCCN1CCC(=O)N([C@H](CSc2ccc(C)cc2)Cc2ccccc2)CC1
52	-4	0	-7	0	0	4	-4	-4.7	-5	O=C(CCn1c(=O)c2ccccc2n(Cc2ccccc2)c1=O)NC1CCN(Cc2ccccc2)CC1
53	-19	-1	12	1	1	10	-1	-0.1	1	Cc1cc(OC(C)C(=O)NCC2CCC(C(=O)O)CC2)c2c(C)c(Cc3ccccc3)c(=O)oc2c1 (stereo unspecified)
54	-2	1	15	1	-3	-3	6	-0.4	4	COc1ccc(N2CCN(C(=O)Cc3ccc(OC)c(OC)c3)CC2)cc1
55	-9	4	9	-2	-3	14	0	2.5	-3	Cc1cc(OCC(=O)O/N=C(\N)Cc2cccs2)ccc1Br
56	5	-2	6	1	-6	-1	-2	0.9	-4	CC(C)C(NC(=O)C1CCCCC1)C(=O)Nc1ccccn1 (stereo unspecified)
57	7	7	-38	1	6	13	8	0.7	0	COC(=O)Cn1c(=NC(=O)c2ccc(OC)cc2)sc2cc(OC)ccc21

Records above that bear a hit mark in CRFBP-R2 block:
entry	M4 antag	CHRM5 antagonist	CRFBP-R2 block	M4 ag	CHRM5 PAM	CHRM4 PAM	IDE cell inh	CRFBP-R2 agonist	CHRM5 agonist	compound
14	-6	14	53*	1	3	1	.	-2.8	3	C#CCOCCOCCOCCNc1nc(N2CCN(C(=O)Cn3cc(CCO)nn3)CC2)nc(N2CCN(C(=O)[C@H](CCCCN)n3cc(CC(C)O)nn3)CC2)n1 (stereo partly specified)

Single values from the entries so far:
cpd 34 in M4 antag: 0
cpd 48 in M4 ag: 1
cpd 49 in IDE cell inh: -1
cpd 42 in M4 antag: 3
cpd 39 in CHRM5 PAM: -7
cpd 52 in CRFBP-R2 agonist: -4.7
cpd 53 in M4 antag: -19
